PPARg SRC2 recr – PPARgamma-driven SRC-2 recruitment agonism; P37231; PPARgamma LBD-SRC-2 recruitment, biochemical; activation, % at 8 µM; actives 0.34% (n = 200,000); in the data active = activation above about 22%;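 note: 0% = vehicle and 100% = reference agonist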
ROMK mod – modulators of human ROMK potassium channel; P48048; AID 1918; Tet-inducible ROMK, thallium flux fluorescence; actives lie on both sides; actives 2% (n = 130,000); B-score at 10 µM;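 active = signal ratio slope over the read window, or its plate-corrected B-score, at least 3 SD from the plate mean, either direction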;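 note: B-score of the F/F0 ratio slope over 7 to 12 s after thallium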
Target sequence (P48048 whole entry, looked up): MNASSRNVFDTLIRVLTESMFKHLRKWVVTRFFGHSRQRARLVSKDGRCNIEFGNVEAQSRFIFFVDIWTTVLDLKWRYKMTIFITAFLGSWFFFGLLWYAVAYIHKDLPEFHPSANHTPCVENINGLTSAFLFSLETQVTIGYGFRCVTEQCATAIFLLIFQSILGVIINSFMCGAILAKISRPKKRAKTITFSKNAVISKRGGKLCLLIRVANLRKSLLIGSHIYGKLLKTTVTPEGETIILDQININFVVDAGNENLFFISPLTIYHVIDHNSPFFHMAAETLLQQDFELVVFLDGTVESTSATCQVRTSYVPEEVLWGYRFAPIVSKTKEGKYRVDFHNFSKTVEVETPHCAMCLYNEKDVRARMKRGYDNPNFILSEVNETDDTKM
TR-FRET SRC-2 ct – TR-FRET artefact, counter-screen to PPARgamma/SRC-2 agonist assay; stronger effect = higher value; TR-FRET ratio at 8 µM; actives 0.4% (n = 200,000); AID 1049; in the data active = TR-FRET ratio above about 2000; note: inactives centre near 1500
TNAP act hi DEA – increases human TNAP activity under high phosphate acceptor concentration; P05186; AID 1136; 200,000 tested, under 10 active; purified TNAP, CDP-star luminescence, 1 M DEA, 30 min; stronger effect = higher value; 0 = EDTA background, 1 = DMSO-only activity; activation factor at 20 µM;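 active = activation factor at least 2 at 20 µM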
Target sequence (P05186 whole entry, looked up): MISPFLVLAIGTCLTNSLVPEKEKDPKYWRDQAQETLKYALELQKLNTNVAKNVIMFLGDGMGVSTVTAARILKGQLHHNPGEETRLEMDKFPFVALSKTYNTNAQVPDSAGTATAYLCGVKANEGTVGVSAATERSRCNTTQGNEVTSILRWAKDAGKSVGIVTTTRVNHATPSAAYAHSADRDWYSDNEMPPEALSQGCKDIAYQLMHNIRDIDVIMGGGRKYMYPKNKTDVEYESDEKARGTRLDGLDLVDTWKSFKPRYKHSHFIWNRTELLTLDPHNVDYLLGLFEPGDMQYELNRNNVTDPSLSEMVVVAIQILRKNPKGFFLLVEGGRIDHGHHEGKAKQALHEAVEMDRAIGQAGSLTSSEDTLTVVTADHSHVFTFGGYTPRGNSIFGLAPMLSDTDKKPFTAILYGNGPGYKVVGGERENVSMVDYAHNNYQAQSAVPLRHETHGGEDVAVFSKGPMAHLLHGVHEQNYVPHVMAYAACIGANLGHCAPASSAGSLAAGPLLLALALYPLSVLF
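Measured by: Luminescent substrate turnover signal | Test system: Human TNAP | Input: TNAP 1/800 final | Dosing: 20 µM single point | Schedule: 30 min, room temperature | Controls: EDTA wells as negative control, DMSO wells as positive control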
PPARg SRC-3 ag – promotes SRC-3 coactivator recruitment by human PPARgamma | P37231 | AID 731 | activation, % at 8 µM | actives 0.26% (n = 200,000) | biochemical PPARgamma/SRC-3 coactivator recruitment assay; in the data active = activation above about 23%;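 note: 0% = DMSO and 100% = reference agonist; some compounds past the cut are filed as inactive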
STAT1 inh – reduces IFN-gamma driven STAT1 reporter signal; NIH 3T3 STAT1-luciferase reporter, luminescence; actives 0.35% (n = 200,000); inhibition, % at 5.5 µM;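 active = inhibition above a set limit, the mean inhibition across all tested compounds plus 3 SD, cut at about 34% in these data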;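 note: 0% = IFN-gamma with DMSO and 100% = IFN-gamma with 300 µM nifuroxazide; values of inactives mirror those of a sister screen read the other way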
STAT3 blocker – inhibitors of IL-6 induced STAT3 signaling; U3A cells, IL-6 STAT3-luciferase reporter, luminescence; host cell line lacks STAT1; inhibition, % at 5.5 µM; actives 0.89% (n = 190,000); AID 862;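 active = inhibition above the mean inhibition across all screened compounds plus 3 SD, cut at about 44% in these data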;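 note: 0% = DMSO only wells and 100% = 100 µM nifuroxazide control wells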
bIAP inh – intestinal alkaline phosphatase (bovine) inhibition; purified bovine IAP, CDP-star luminescence, 30 min; inhibition, % at 20 µM; 190,000 tested, under 10 active; AID 1019;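 active = over 50% inhibition of intestinal alkaline phosphatase at 20 µM in the single-dose screen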
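System: Purified bovine intestinal alkaline phosphatase (IAP) enzyme | Input: IAP diluted 1/65,000,000 in the well | Also added: CDP-star chemiluminescent phosphatase substrate, 30 µM final | Dosing: 20 µM single dose | Times: Enzyme reaction for 30 min at room temperature | Detection: Luminescence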
STAT3 act – STAT3 signaling activation. actives 0.91% (n = 190,000). U3A cells, IL-6 STAT3-luciferase reporter, luminescence; 100% = signal with IL-6 EC80 alone. AID 871. activation (% of control), % at 5.6 µM;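 active = activation above the screen-wide mean of compound activation plus 3 SD, cut at about 130% in these data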;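 note: 0% = background luminescence of wells with medium and substrate only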
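Material: STAT3-luciferase reporter U3A cells. Controls: IL-6-treated wells, 100% activation. Read-out: % activation versus median of IL-6-stimulated wells. Probe or stimulus: IL-6 stimulus at 33 ng/mL final. Timing: compound 1 h, then IL-6 6 h at 37 °C. Signal: reporter luminescence signal.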
bIAP activator – increases bovine intestinal alkaline phosphatase activity | purified bovine IAP, CDP-star luminescence, 30 min; stronger effect = higher value; fold of DMSO-control signal, blank-subtracted | actives 0.17% (n = 200,000) | activation factor at 20 µM | AID 1016;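 active = activation factor of 2 or more at 20 µM, a signal rise over negative controls twice the positive control's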
PPARg SRC1 recr – agonists of human PPARgamma SRC-1 coactivator recruitment; P37231; PPARgamma-SRC-1 coactivator recruitment biochemical assay; activation, % at 8 µM; actives 0.41% (n = 200,000); AID 631; in the data active = activation above about 19%;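 note: 0% = DMSO and 100% = reference agonist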
* = called active by the depositor; . = no result given.

Values run as follows: PPARg SRC2 recr	ROMK mod	TR-FRET SRC-2 ct	TNAP act hi DEA	PPARg SRC-3 ag	STAT1 inh	STAT3 blocker	bIAP inh	STAT3 act	bIAP activator	PPARg SRC1 recr
COc1cccc(CNCCO)c1OCc1ccccc1
 : 6.1	0.07	1635	1	-0.2	-5.3	6.0	-1.4	97.0	1	0.7
O=C(Oc1cccc(NC(=O)c2ccco2)c1)c1cccc(S(=O)(=O)N2CCCCC2)c1
 : -2.6	-0.503	1449	1	-3.7	-5.5	-8.0	1.7	104.0	1	-1.4
CSc1ncccc1C(=O)OCC(=O)Nc1cc(C(F)(F)F)ccc1N1CCOCC1
 : 3.3	-1.41	1353	1	0.8	11.3	6.0	11.2	99.4	0.9	4.0
CC(C)OC(=O)c1cc2c(ccn2C)n1CC(=O)N(Cc1ccccc1)c1ccc(F)cc1
 : 13.6	-0.531	1833	1	5.7	0.6	-3.9	-7.2	103.6	1.1	4.2
CCOC(=O)c1cccc(Nc2nc(-c3cccnc3)nc3ccccc23)c1
 : 0.8	0.00255	1454	1	-0.5	-1.0	15.8	-9.4	93.0	1.1	5.8
CCC(OC(=O)c1ccco1)C(=O)NCc1ccc(C)cc1 (centres undefined)
 : 1.1	-1.15	1482	1	-2.3	9.4	9.3	3.3	95.9	1	-3.4
CC1=NCCN1S(=O)(=O)c1c(C(C)C)cc(C(C)C)cc1C(C)C
 : 3.0	-0.752	1496	1	4.1	6.3	3.1	-23.2	102.3	1.2	-1.3
CCC(Oc1ccccc1)C(=O)Nc1nnc(C(F)(F)F)s1 (centres undefined)
 : 0.7	.	1526	1	13.3	12.6	7.3	9.5	98.7	0.9	7.5
CCOC(=O)c1c(NC(=O)CSc2nnc(C)c(=O)[nH]2)sc2c1CCC2
 : -4.1	.	1545	1	-5.8	-5.2	3.2	8.5	99.5	0.9	5.4
CCCNC(=O)N1CCN(c2ncccn2)CC1
 : -2.2	.	1510	1	-3.7	0.1	0.2	-2.5	103.4	1	-1.9
CCOC(=O)c1cnc(SCC(=O)Nc2cc(OC)ccc2OC)nc1N
 : 4.5	-0.637	1441	1	0.2	10.8	25.1	30.6	77.3	0.7	2.8
O=C(CN1CCC(O)(c2ccc3c(c2)OCO3)CC1)OC1CCCCC1
 : -2.5	.	1607	1.1	-4.6	-2.0	-0.8	3.5	104.8	1	-5.3
Cc1cc(OCC(=O)OCC(=O)Nc2cc(C(F)(F)F)ccc2N2CCOCC2)ccc1Cl
 : 8.2	0.715	1632	1	1.5	15.7	5.5	9.6	96.5	0.9	0.6
COc1ccc(C(C)(C)C)cc1NC(=O)c1cncc(Br)c1
 : 5.1	.	1755	1.1	16.8	2.0	9.5	8.7	95.1	0.9	3.6
CCCNC(=O)c1cccc(COCC(F)(F)F)c1
 : 4.1	.	1694	.	-0.7	2.4	10.8	.	93.5	.	2.8
Cc1cc(-n2nc(C)cc2C)nc(N)n1
 : -7.6	.	1721	1	0.2	13.4	-4.6	8.7	107.8	0.9	-2.5
COc1ccc(C(C(=O)NC2CCCCC2)N(C(=O)CCl)c2ccc(OC)cc2)cc1 (centres undefined)
 : -0.2	0.0177	1772	1.1	2.5	9.0	5.2	21.8	93.7	0.8	8.0
COc1cc(NC(=S)N2CCN(Cc3ccccc3)CC2)cc(OC)c1
 : -5.5	-0.195	1373	1	-3.6	2.4	7.6	4.2	93.8	1	-7.7
Cc1cccc(NCc2n[nH]c(=S)n2-c2ccccc2)c1
 : -4.1	0.123	1634	1	3.3	1.5	0.2	-1.7	101.8	1	-4.4
O=C(CN1CCN(c2ccc(F)cc2)CC1)Nc1nnc(-c2ccccc2)s1
 : 8.3	.	1561	1	-1.4	9.4	12.1	1.9	95.2	1	1.2
CCn1c(CNC(=O)Cc2ccc(OC)cc2)nnc1SCCOc1ccccc1
 : -2.1	.	1574	1	0.6	14.7	14.4	-6.3	90.7	1.1	3.0
Cc1cc(C)c(Cn2cnc3ccccc32)c(C)c1
 : 3.4	-0.174	1412	1	3.5	-0.3	15.7	1.5	93.0	1	11.2
CCCN1CNC(=S)N(c2ccccc2C)C1
 : 2.9	0.149	1616	1	1.6	-3.5	7.8	21.2	95.3	0.8	4.2
O=C(CN1CCC(n2nnc3cc(F)ccc32)CC1)Nc1ccccc1N1CCOCC1
 : 5.2	-0.0204	1628	1	0.7	5.4	-3.1	3.9	104.8	1	-1.9
CCC(CC)C(=O)Nc1cc(NC(=O)C(CC)CC)cc(C(=O)O)c1
 : 7.5	-0.158	1618	1	8.3	6.2	-1.9	9.3	103.9	0.9	5.2
COc1ccc(CN=C2NC(=O)CC(C(=O)Nc3ccc(Cl)cc3)S2)cc1 (centres undefined)
 : -6.6	0.0112	1437	1	1.0	-5.1	2.7	-13.7	95.7	1.1	3.5
S=C(c1ccc(-c2cc(Cl)ccc2Cl)o1)N1CCOCC1
 : 1.4	-0.559	1642	1	1.4	-9.8	-0.1	12.4	103.8	0.9	2.0
O=C(NNS(=O)(=O)c1cccc(Cl)c1)c1cc(-c2ccc(F)cc2)nc2ccccc12
 : 3.1	-0.835	1588	1	5.5	-10.4	3.9	-5.1	102.9	1.1	5.9
COc1ccc(C(CNC(=O)/C=C/c2c(Cl)nc3ccccn23)N(C)C)cc1 (centres undefined)
 : 10.5	0.289	1739	1	3.8	-1.7	3.7	-13.2	100.2	1.1	4.3
CCCCOC(=O)CSCC(=O)N1N=C(c2cccs2)CC1c1ccc(F)cc1 (centres undefined)
 : -1.1	.	1617	1	7.6	-10.3	2.3	2.7	97.5	1	5.3

The last 2 records of the part before lead into the next:
Values run as follows: PPARg SRC2 recr	ROMK mod	TR-FRET SRC-2 ct	TNAP act hi DEA	PPARg SRC-3 ag	STAT1 inh	STAT3 blocker	bIAP inh	STAT3 act	bIAP activator	PPARg SRC1 recr
COc1ccc(C(CNC(=O)/C=C/c2c(Cl)nc3ccccn23)N(C)C)cc1 (centres undefined)
 : 10.5	0.289	1739	1	3.8	-1.7	3.7	-13.2	100.2	1.1	4.3
CCCCOC(=O)CSCC(=O)N1N=C(c2cccs2)CC1c1ccc(F)cc1 (centres undefined)
 : -1.1	.	1617	1	7.6	-10.3	2.3	2.7	97.5	1	5.3
CCn1c(C)nc2cc(C(=O)OC)ccc21
 : -12.0	-0.868	1431	1	4.0	-11.3	-5.1	5.5	109.7	0.9	8.3
COc1cccc(C(C(=O)NC2CCCCC2)N(C(=O)Cc2cccs2)c2ccc(-n3cnnn3)c(OC)c2)c1 (centres undefined)
 : 7.3	.	1381	1	1.6	4.3	-9.1	4.2	115.0	1	1.8
CCCn1nnc(NC(=O)c2ccc(OCC)c(Cl)c2)n1
 : 3.9	.	1498	1	8.7	4.8	10.3	11.5	93.9	0.9	4.7
C=C(C)CSc1nnc([C@@H](NC(=O)OC(C)(C)C)C(C)CC)o1 (some centres undefined)
 : -2.1	.	1356	1.1	-5.7	15.5	-1.3	2.5	101.3	1	10.1
CS(=O)(=O)N1CCC(Oc2ccccc2C(=O)NC2CCOC2)CC1 (centres undefined)
 : 3.0	0.0136	1605	1	0.7	-3.7	-4.9	3.6	108.8	1	-7.3
Cc1occc1C(=O)NNC(=O)c1ccccc1Br
 : -0.2	0.603	1716	1	1.8	-10.1	-5.5	21.4	108.2	0.8	5.8
CN(C)c1nc(N)nc(-c2ccco2)n1
 : 3.7	.	1407	1	-7.0	-0.8	7.8	11.7	98.8	0.9	2.6
CCc1nnc(NC(=O)C2CCCN2C(=O)NC2CCCCC2)s1 (centres undefined)
 : 3.3	0.896	1512	1	-3.4	-7.2	0.3	11.9	105.3	0.9	2.3
O=S(=O)(Nc1nc2ccccc2nc1NCCN1CCOCC1)c1cccc(Cl)c1
 : 2.1	-0.774	1691	1	0.8	-5.5	-8.4	11.2	109.7	0.9	9.7
O=C(NNC(=O)C1CCCCC1)c1cnccn1
 : 2.8	-2.06	1538	1.1	1.8	3.5	6.2	-30.2	100.8	1.3	-2.5
CCOc1ccc(CCNS(=O)(=O)c2ccc3c(c2)NC(=O)CC(=O)N3)cc1OCC
 : -0.8	0.954	1650	1	1.5	-2.5	1.7	-4.5	102.7	1	4.4
O=C(Nc1ccn(Cc2cccc3ccccc23)n1)c1cccnc1
 : 10.0	-0.496	1875	1	-1.2	10.4	11.5	-4.3	92.3	1	10.0
COc1ccc(C2CC(=O)c3cnc(NC(=O)c4cccc(OC)c4)nc3C2)cc1 (centres undefined)
 : 12.0	0.11	1531	1	8.4	-0.4	1.6	5.2	99.2	0.9	9.6
Cc1[nH]n(-c2ccccc2)c(=O)c1N=Nc1ccc2c(c1)OCO2
 : 10.2	.	1749	0.8	5.8	-0.8	-7.1	-1.0	108.1	1	10.0
COc1ccc(C2(CNC(=O)Cc3ccc(OC)c(OC)c3)CCOCC2)cc1
 : -0.5	.	1544	1.1	-1.2	-2.8	6.1	-5.6	98.6	1.1	-3.4
O=c1c2sccc2nc(SCc2cc(=O)n3ccccc3n2)n1Cc1ccccn1
 : 1.0	1.25	1744	1	2.6	14.4	13.6	0.0	90.3	1	6.2

Source: PubChem
